Screens from PubChem BioAssay.
POLK inh: inhibitors of human DNA polymerase kappa | hit rate 0.53% among 400,000 | Q9UBT6 | Potency, µM (series often up to 107 µM), for inactives: at the top dose activity, negative = inhibition, actives largely listed as inhibitors | AID 588579 | purified Pol kappa, fluorescent DNA synthesis assay, 10 min; further: potency means the concentration at half of the fitted maximal effect; on the % scale 0 is the no-effect control and ±100 the full control effect
Target sequence (Q9UBT6 whole entry, looked up): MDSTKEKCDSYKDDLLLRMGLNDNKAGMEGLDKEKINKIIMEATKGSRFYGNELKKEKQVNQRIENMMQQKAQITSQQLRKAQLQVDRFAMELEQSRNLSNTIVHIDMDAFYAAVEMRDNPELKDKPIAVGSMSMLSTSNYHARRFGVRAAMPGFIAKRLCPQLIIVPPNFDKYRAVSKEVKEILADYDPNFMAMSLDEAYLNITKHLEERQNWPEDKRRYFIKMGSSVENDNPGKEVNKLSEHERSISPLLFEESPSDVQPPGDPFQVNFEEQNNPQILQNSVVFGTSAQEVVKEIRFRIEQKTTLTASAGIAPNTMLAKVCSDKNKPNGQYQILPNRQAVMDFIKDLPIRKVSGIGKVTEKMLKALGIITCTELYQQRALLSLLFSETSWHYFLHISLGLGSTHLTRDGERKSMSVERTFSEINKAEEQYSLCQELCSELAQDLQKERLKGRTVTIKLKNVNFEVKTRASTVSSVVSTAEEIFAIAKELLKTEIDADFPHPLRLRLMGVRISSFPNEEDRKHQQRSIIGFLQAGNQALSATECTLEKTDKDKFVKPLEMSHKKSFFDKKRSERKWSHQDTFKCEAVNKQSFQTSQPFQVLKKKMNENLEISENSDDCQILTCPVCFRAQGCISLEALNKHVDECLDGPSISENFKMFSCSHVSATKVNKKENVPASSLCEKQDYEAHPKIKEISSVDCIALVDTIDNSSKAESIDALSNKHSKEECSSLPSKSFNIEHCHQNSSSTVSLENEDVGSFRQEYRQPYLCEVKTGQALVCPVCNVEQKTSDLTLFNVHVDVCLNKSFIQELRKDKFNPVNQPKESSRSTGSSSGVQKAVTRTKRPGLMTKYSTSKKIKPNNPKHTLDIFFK
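Activity was followed as the change in fluorescence between reads at 0 and 10 min after starting the reaction with 50 nM substrate. Beforehand, 10 nM polymerase had been preincubated with compound for 15 min at room temperature.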
BLM inh: inhibitors of human Bloom syndrome helicase BLM | P54132 | recombinant BLM DNA unwinding, fluorescence dequenching | Potency, µM (top dose mostly 56.1 µM), inactives show top-dose activity change, negative = inhibition, most hits filed as inhibitors | hit rate 0.2% among 350,000;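 further: potency means the concentration at half of the fitted maximal effect; plate controls were vehicle for no effect and no enzyme for full effect; nearly all actives have a fitted effect of over 35% in size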
APEX1 inh: APE1 (human) endonuclease inhibition. P27695. recombinant APE1, TAMRA/BHQ-2 abasic DNA cleavage fluorescence. Potency, µM (highest dose often 65.8 µM), inactives show top-dose activity change, negative = inhibition, most hits filed as inhibitors. hit rate 0.35% among 350,000. AID 2517;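 further: potency means the concentration at half of the fitted maximal effect; plate controls were vehicle for no effect and reference inhibitor for full effect; nearly all actives have a fitted effect of over 55% in size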
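Step 1: APE1 (0.75 nM) with compound, 15 min RT. Step 2: add 50 nM fluorophore/quencher THF duplex. Step 3: three fluorescence reads 60 s apart (525/598 nm); read 3 minus read 1 = reaction progress.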
Anesthetic bind: candidate novel general anesthetic via apoferritin binding; Potency, µM (top dose mostly 77.5 µM), for inactives: top-dose activity change, negative = displacement, usual class: inhibitors; P02791; apoferritin/1-aminoanthracene competitive binding, fluorescence; hit rate 0.074% among 350,000; further: potency means the concentration at half of the fitted maximal effect; on the % scale 0 is the no-effect control and ±100 the full control effect; nearly all actives have a fitted effect of over 20% in size
Target sequence (P02791 2-175 limits assumed): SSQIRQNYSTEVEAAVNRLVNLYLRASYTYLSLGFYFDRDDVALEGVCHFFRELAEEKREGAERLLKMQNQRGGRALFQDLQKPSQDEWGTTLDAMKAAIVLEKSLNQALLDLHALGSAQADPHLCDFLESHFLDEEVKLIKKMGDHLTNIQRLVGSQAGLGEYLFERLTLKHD
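Read-out: endpoint 1-AMA fluorescence, excitation 380 nm and emission 535 nm, after compounds sit 10 min at room temperature with 10 uM horse-spleen apoferritin in 50% saturated 1-AMA/PBS. Values come from four-parameter Hill fits.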
ERG Ets-DNA blk: blocks human ERG Ets domain binding to DNA; AID 624246; fluorescence polarization, His-ERG Ets domain / labelled DNA; Potency, µM (titrated, usually from 76.9 µM), without a hit: at the top dose FP activity, negative = inhibition, most hits filed as inhibitors; hit rate 0.028% among 370,000; P11308; active means well fitted inhibition curve with a large enough effect in the polarisation, with a control signal flat; inconclusive means small, poorly fitted or top-dose-only effect, or effect the other way, or a change in a side signal; inactive means no such curve, though single readings can be large or run the other way; the % refers to the polarisation;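 further: polarization taken with two DNA probes labelled with fluorescein and Texas red; potency means the concentration at half of the fitted maximal effect; % of control where 0% means no effect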
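His-tagged ERG Ets domain (1 uM in the protein solution; 300mM KCl, 50mM Tris-HCl, 1mM EDTA, 1mM DTT, pH 7.5) received compound, then a probe mix of 5 nM fluorescein-DNA and 100nM Texas-615-DNA. Fluorescence polarization was read for both dyes.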
POLI inh: blocks human DNA polymerase iota activity | Q9UNA4 | hit rate 1% among 390,000 | Pol iota fluorescent replication assay, 10 min | Potency, µM (top dose mostly 115 µM), for the others: at the top dose activity, negative = inhibition, usual class: inhibitors; further: potency means the concentration at half of the fitted maximal effect
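Fluorescent replication assay read twice, at 0 min and 10 min after adding 50 nM (final) substrate. Enzyme (10 nM) and compounds were first incubated 15 min at room temperature; enzyme-free buffer wells were negative controls.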
TRHR agonist: TRH receptor (human) agonism | P34981 | TRHR cells, calcium flux fluo-8, FDSS agonist mode | activation, % at 2 µM | hit rate 0.18% among 360,000 | AID 493084; in the data active means activation above about 30%; further: 0% is about no effect
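TRHR-expressing cells loaded with fluo-8 calcium dye; 23 nL library compound pin-transferred, kinetic FDSS fluorescence (Ex 480/Em 530) recorded about 180 s for agonist-induced calcium release, before a 10 nM TRH EC20 addition for potentiator mode.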
Pol beta inh: inhibitors of human DNA polymerase beta | P06746 | Pol beta primer extension/strand displacement, fluorescence kinetic | Potency, µM (titrated, usually from 114 µM), for inactives: at the top dose activity change, negative = inhibition, most hits filed as inhibitors | hit rate 1.3% among 340,000; further: potency means the concentration at half of the fitted maximal effect; on the % scale 0 is the no-effect control and ±100 the full control effect
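Preincubation: enzyme (10 nM) with compound, 15 min, RT. Reaction: substrate added to 50 nM final. Reads: 0 and 10 min. Analysis: normalized, Hill fit.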
ALOX12 inh: ALOX12 (human) lipoxygenase inhibition | P18054 | Potency, µM (doses to about 108 µM), without a hit: at the highest dose activity change, negative = inhibition, usual class: inhibitors | hit rate 1.1% among 580,000 | purified 12hLO, xylenol orange hydroperoxide absorbance; further: potency means the concentration at half of the fitted maximal effect; on the % scale 0 is the no-effect control and ±100 the full control effect
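Purified human 12hLO (150 nM final) in 25 mM Hepes, 0.01% Triton X-100, pH 7.0 was preincubated 15 min at room temperature with compound. Then 40 uM arachidonic acid was added, 30 min. Hydroperoxide was read by Fe-XO absorbance ratio 573/405 nm.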
An asterisk follows results filed as active; ? = inconclusive; · = not tested or not shown; & = joins results of further samples; [ ] = remark or other dose. Unless noted, the call rests on the fitted dose curve; in most records, active means well fitted curve in the direction sought with a large enough effect; inconclusive means small, poorly fitted or top-dose-only effect, or another doubt; inactive means no such curve, though single readings can be large; an effect the other way counts as inactive or inconclusive. Not all compounds are listed (hit frequency here may not be typical).

SMILES	POLK inh	BLM inh	APEX1 inh	Anesthetic bind	ERG Ets-DNA blk	POLI inh	TRHR agonist	Pol beta inh	ALOX12 inh
CCOc1ccccc1OCC(=O)Nc1nnc(COC)s1	-1%	0%	6%	-2%	3%	-1%	0.2	4%	?
COc1ccccc1/C=C/C(=O)OCC(=O)c1c[nH]c2ccccc12	-13%	·	25%	·	·	-5%	-1.7	·	283%[activator]
COc1cccc(CNC(=O)CCCc2cn(C)c3ccccc23)c1	-9%	-5%	10%	-11%	5%	63%[activator]	0.1	10%	3%
COc1ccccc1N1CCN(C(=O)C2CCN(C(=O)c3ccc(C(C)(C)C)cc3)CC2)CC1	-9%	-5%	25%	-19%	-11%	29%	-0.1	-2%	3%
NC(=O)NC(=O)COC(=O)c1cccc(S(=O)(=O)N2CCCCCC2)c1	0%	-2%	1%	-4%	1%	25%	0.5	-2%	-5%
CCOC(=O)c1c(NC(=O)CCc2ccc(CC)o2)sc(C)c1C	-4%	-7%	-3%	-5%	-5%	3%	-0.2	19%	?
CN(CC(=O)NCC1CCCCC1)S(=O)(=O)c1ccc(F)cc1	-5%	-4%	5%	-13%	-4%	7%	0.2	2%	10%
Nc1nc2ccccc2n1C(=O)c1ccco1	-14%	6%	0%	-2%	6%	29%	-0.1	1%	40%[activator]
Cc1cc(=O)n2nc(N3CCC(C(=O)NCc4cccnc4)CC3)sc2n1	-10%	-2%	-1%	-2%	1%	17%	1.6	1%	486%[activator]
CC(C)(C)C(=O)Nc1ccccc1C(=O)Nc1cc(Cl)ccc1Cl	-4%	-8%	-3%	?	-1%	-10%	0.7	26%	?
O=C1CSC(c2ccc(F)cc2)N1c1ccccc1F (stereo not drawn)	1%	-1%	47%[activator]	-11%	-5%	-12%	-0.3	-2%	-4%
CCN(CC)CCNC(=S)N1CCn2c(nc3ccccc32)C1	-7%	-4%	2%	-5%	-4%	185%[activator]	0.7	-3%	-18%
Cc1nc2cc(-c3ccccc3)nn2c(N)c1-c1ccccc1	6%	·	14%	·	5%	5%	0.8	·	212%[activator]
CCC(C)n1c(SCC(=O)NCCc2ccc(S(N)(=O)=O)cc2)nc2ccsc2c1=O (stereo not drawn)	-9%	-8%	0%	3%	-7%	6%	0.3	11%	-21%
Cc1nn(C(=O)Cn2cc([N+](=O)[O-])cn2)c(C)c1Cl	3%	-3%	3%	-20%	11%	-5%	0.8	7%	-1%
COc1ccccc1N1CCN(CCCCN2C(=O)C3CCCCN3C2=O)CC1 (stereo not drawn)	-7%	3%	2%	-1%	1%	63%[activator]	-0.1	28%	·
O=C(CCCOc1ccccc1)N1CCN(S(=O)(=O)c2ccccc2)CC1	0%	·	20%	·	1%	57%[activator]	-0.1	·	-36%
O=C(CN1C(=O)/C(=C/c2ccc(F)cc2)SC1=S)NC1C=CS(=O)(=O)C1 (stereo not drawn)	-6%	-6%	36%	-4%	-7%	-9%	0.4	16%	-30%
Cc1cccc(N(C)C(=O)C2CCCN2S(=O)(=O)c2cccc3nsnc23)c1 (stereo not drawn)	-22%	4%	16%	-5%	6%	-10%	0.3	18%	-8%
OCCNc1ncnc2c1c(-c1ccccc1)c(-c1ccccc1)n2Cc1ccco1	-14%	-12%	-3%	-4%	-4%	5%	0.2	1%	?
CSc1nnc(-c2cccs2)n1C	-7%	-1%	-2%	-13%	-18%	?	0.3	-4%	?
CSc1nsc(SCC(=O)Nc2nc3ccc(C)cc3s2)n1	-16%	2%	7%	-5%	0%	-3%	0.1	7%	0%
CCOc1ccc(N/C(=N/c2nc(C)cc(C)n2)NC(=O)CC)cc1	3%	0%	11%	7%	-2%	21%	-0.2	13%	?
CCCCN(C)CCNC(=O)c1nn(-c2ccc(OC)cc2)c(=O)c2c1c1ccccc1n2C	-9%&-10%	22%&11%	-4%	-12%&-9%	-4%&-1%	-29%&16%	1.0&0.1	2%&30%	-7%&-29%
O=S(=O)(c1ccccc1)N1CCN(C(=S)Nc2ccccc2Cl)CC1	-14%	-11%	-5%	-3%	-12%	-8%	-0.2	46%	47%[activator]
Cc1cc(C)n(C(C)CC(=O)NCc2ccc(N(C)C)cc2)n1 (stereo not drawn)	0%	-1%	·	2%	3%	-18%	0.4	-6%	-14%
O=C1NC(=O)/C(=C/c2cccc3ccccc23)S1	-14%	3%	20%	?	2%	?	-0.4	16%	-104%
N#CCCN(C(=O)COC(=O)CCc1c[nH]c2ccccc12)c1ccccc1	-12%	·	-8%	·	-5%	7%	-0.6	·	-8%
COc1ccc(CCN2C(=O)CSC2=S)cc1OC	0%	-4%	?	4%	97%[activator]	-17%	-1.1	-12%	?
Cc1cccnc1Nc1ncnc(N)c1[N+](=O)[O-]	3%	-3%	-2%	-16%	2%	75%[activator]	-0.1	-18%	-6%
Cc1cnc(NC(=O)Nc2ccc(Cl)cc2)s1	-11%	-5%	-2%	-9%	10%	6%	1.3	-2%	-2%
CC1=C(C)C(C)=C(C#N)C(=C(C#N)C#N)N1	-1%	0%	2%	96%[activator]	0%	9%	0.6	1%	1.1µM*
COc1cc(/C=N/NC(=O)C(=O)/C=C2\NC(C)(C)Cc3ccccc32)ccc1O	-6%	-12%	-1%	?	-9%	51%[activator]	0.3	1%	10%
Cc1cccc(N2CCN(C(=O)c3ccc4c(c3)OCCO4)CC2)c1C	-1%	-5%	0%	-5%	-15%	80%[activator]	0.0	-14%	7%
O=C(NN=C1CCCCC1)c1ccccc1-n1cccc1	2%	-1%	19%	-9%	-3%	17%	0.2	46%	14%
CCCCCCOc1ccc(NC(=O)CC2C(=O)N(CC)C(=S)N2Cc2ccco2)cc1 (stereo not drawn)	-14%	-17%	-4%	-8%	·	-6%	0.1	-3%	?
CCCCNC(=O)CSc1nc2ccccc2c(=O)n1C1CCCC1	-2%	-7%	-2%	-23%	1%	12%	-0.1	-1%	0%
Cc1onc(C(=O)NCCc2ccccc2)c1[N+](=O)[O-]	-10%	-3%	-13%	1%	1%	93%[activator]	0.0	2%	-21%
COc1ccc(C)cc1N(CC(=O)NCCSCc1ccco1)S(=O)(=O)c1ccc(C)cc1	-9%	-13%	-13%	-7%	4%	6%	-0.3	2%	-27%
CN(C)c1ccc(-c2nnc(-c3ccc(S(=O)(=O)C(F)F)cc3)o2)cc1	4%	0%	-6%	-3%	-11%	?	2.2	-12%	?
CCn1cnc2c1c(=O)[nH]c(=O)n2Cc1ccccc1	1%	-12%	2%	6%	9%	164%[activator]	-0.4	-17%	-34%
CCC(CO)Nc1ncnc2c1cnn2-c1ccc(Cl)cc1 (stereo not drawn)	-22%	-2%	17%	-15%	-7%	2%	0.4	-13%	?

Three entries from above, ordered by heavy-atom count, rising.
SMILES	POLK inh	BLM inh	APEX1 inh	Anesthetic bind	ERG Ets-DNA blk	POLI inh	TRHR agonist	Pol beta inh	ALOX12 inh
O=C(CCCOc1ccccc1)N1CCN(S(=O)(=O)c2ccccc2)CC1	0%	·	20%	·	1%	57%[activator]	-0.1	·	-36%
N#CCCN(C(=O)COC(=O)CCc1c[nH]c2ccccc12)c1ccccc1	-12%	·	-8%	·	-5%	7%	-0.6	·	-8%
CCC(C)n1c(SCC(=O)NCCc2ccc(S(N)(=O)=O)cc2)nc2ccsc2c1=O (stereo not drawn)	-9%	-8%	0%	3%	-7%	6%	0.3	11%	-21%

Compounds listed so far containing an NH in an aromatic ring:
SMILES	POLK inh	BLM inh	APEX1 inh	Anesthetic bind	ERG Ets-DNA blk	POLI inh	TRHR agonist	Pol beta inh	ALOX12 inh
COc1ccccc1/C=C/C(=O)OCC(=O)c1c[nH]c2ccccc12	-13%	·	25%	·	·	-5%	-1.7	·	283%[activator]
N#CCCN(C(=O)COC(=O)CCc1c[nH]c2ccccc12)c1ccccc1	-12%	·	-8%	·	-5%	7%	-0.6	·	-8%
CCn1cnc2c1c(=O)[nH]c(=O)n2Cc1ccccc1	1%	-12%	2%	6%	9%	164%[activator]	-0.4	-17%	-34%

Shown comma-delimited: 3 of the compounds above
Structure,POLK inh,BLM inh,APEX1 inh,Anesthetic bind,ERG Ets-DNA blk,POLI inh,TRHR agonist,Pol beta inh,ALOX12 inh
CCCCNC(=O)CSc1nc2ccccc2c(=O)n1C1CCCC1,-2%,-7%,-2%,-23%,1%,12%,-0.1,-1%,0%
Cc1onc(C(=O)NCCc2ccccc2)c1[N+](=O)[O-],-10%,-3%,-13%,1%,1%,93%[activator],0.0,2%,-21%
COc1ccc(C)cc1N(CC(=O)NCCSCc1ccco1)S(=O)(=O)c1ccc(C)cc1,-9%,-13%,-13%,-7%,4%,6%,-0.3,2%,-27%
